# AmpC inh no detg = inhibitors of E. coli AmpC beta-lactamase without detergent. Potency, µM (highest dose often 57.1 µM), for inactives: at the highest dose activity change, negative = inhibition, most hits filed as inhibitors. P00811. actives 0.52% (n = 330,000). AmpC nitrocefin hydrolysis, absorbance 480 nm, 0.0001% Triton. AID 485341;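 further: potency means the concentration at half of the fitted maximal effect; plate controls were no compound for no effect and no enzyme for full effect; nearly all actives have a fitted effect of over 20% in size; some results filed as inactive show a strong effect at the top dose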
# Target sequence (P00811 whole entry, looked up): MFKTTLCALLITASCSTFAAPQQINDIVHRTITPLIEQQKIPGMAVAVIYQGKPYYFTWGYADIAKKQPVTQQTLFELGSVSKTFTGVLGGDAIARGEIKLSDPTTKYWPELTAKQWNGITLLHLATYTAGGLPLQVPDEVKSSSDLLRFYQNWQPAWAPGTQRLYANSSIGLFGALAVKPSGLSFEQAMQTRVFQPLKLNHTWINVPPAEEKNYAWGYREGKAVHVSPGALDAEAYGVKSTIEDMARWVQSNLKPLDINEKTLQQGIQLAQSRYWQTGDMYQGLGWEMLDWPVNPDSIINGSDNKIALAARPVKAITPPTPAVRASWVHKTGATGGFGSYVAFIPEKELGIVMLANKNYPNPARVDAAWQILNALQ
#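 AmpC (5.3 nM in the dispensed reagent) in 20 mM phosphate pH 7.0 with 0.01% (detergent screen) or 0.0001% Triton X-100 was preincubated with compounds for 15 min at room temperature. Nitrocefin was then added from an 800 uM solution, and hydrolysis was followed at 480 nm.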
# AmpC inh detg = blocks E. coli AmpC beta-lactamase in detergent assay; P00811; AmpC hydrolysis of nitrocefin, absorbance 480 nm, 0.01% Triton; Potency, µM (top dose mostly 114 µM), inactives show at the top dose activity change, negative = inhibition, most hits filed as inhibitors; actives 0.041% (n = 370,000); AID 485294;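 further: potency means the concentration at half of the fitted maximal effect; 0% = no-compound wells and -100% = no-enzyme wells; nearly all actives have a fitted effect of over 25% in size; some results filed as inactive show a strong effect at the top dose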
#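 AmpC (5.3 nM in the dispensed reagent) in 20 mM phosphate pH 7.0 with 0.01% (detergent screen) or 0.0001% Triton X-100 was preincubated with compounds for 15 min at room temperature. Nitrocefin was then added from an 800 uM solution, and hydrolysis was followed at 480 nm.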
# FBPA Giardia inh = blocks Giardia fructose-bisphosphate aldolase activity | A8B2U2 | purified Giardia FBPA | actives 0.71% (n = 290,000) | Potency, µM (series often up to 59.6 µM), without a hit: at the highest dose activity, negative = inhibition, usual class: inhibitors; further: potency means the concentration at half of the fitted maximal effect; nearly all actives have a fitted effect of over 55% in size
# Target sequence (A8B2U2 whole entry, looked up): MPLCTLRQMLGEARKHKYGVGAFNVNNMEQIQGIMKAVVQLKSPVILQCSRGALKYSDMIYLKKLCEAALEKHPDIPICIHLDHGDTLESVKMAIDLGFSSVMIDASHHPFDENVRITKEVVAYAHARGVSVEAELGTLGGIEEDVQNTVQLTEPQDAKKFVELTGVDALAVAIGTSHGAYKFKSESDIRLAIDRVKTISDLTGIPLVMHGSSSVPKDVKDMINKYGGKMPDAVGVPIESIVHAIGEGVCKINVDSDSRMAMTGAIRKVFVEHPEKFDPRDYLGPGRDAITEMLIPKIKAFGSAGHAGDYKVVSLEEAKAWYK
#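 40 nM FBPA preincubated 10 min at RT with compound (up to 57.5 uM final), then substrate plus GAPDH/TPI/NAD/arsenate coupling and diaphorase/resazurin added. Fluorescence read after 20 min at RT, 525/598 nm.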
# HCMV antiviral = blocks human cytomegalovirus replication | activity change, negative = inhibition, % at 57.5 µM | HFF cells, HCMV-luciferase reporter, 72 h; hits give low values | actives 4.5% (n = 410,000); in the data active means activity change below about -60%; inconclusive means no clear call, values can overlap the other calls; inactive means above about -39%
#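 HFF cells seeded 16 h at 37C, treated with compounds, infected with luciferase-reporter HCMV at MOI 1 PFU/cell; luciferase read at 72 h post infection, normalized to buffer-only and Salinomycin controls.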
# Sm TGR inh = S. mansoni TGR enzyme inhibition. Potency, µM (titrated, usually from 114 µM), for inactives: top-dose activity change, negative = inhibition, actives largely listed as inhibitors. actives 3% (n = 360,000). Q962Y6. AID 485364. purified TGR, DTNB reduction, TNB absorbance 405 nm; further: potency means the concentration at half of the fitted maximal effect; nearly all actives have a fitted effect of over 60% in size
#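 Kinetic colorimetric format: TGR-catalysed, NADPH-driven DTNB reduction monitored via TNB absorbance. Enzyme dispensed at 20 nM; compound exposure 15 min at room temperature before reaction start.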
# AMA1-RON2 inh = disrupts binding of P. falciparum AMA1 to RON2. AlphaScreen AMA1-biotinylated RON2 peptide binding. Potency, µM (highest dose often 58.2 µM), for inactives: top-dose activity change, negative = inhibition, most hits filed as inhibitors. actives 0.2% (n = 360,000). AID 720542;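 further: potency means the concentration at half of the fitted maximal effect; 0% = vehicle wells and -100% = peptide control; nearly all actives have a fitted effect of over 45% in size; some results filed as inactive show a strong effect at the top dose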
#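 AMA1 (3D7) with his tag at 25 nM final met compounds first, then biotinylated RON2 peptide at 25 nM; detection used donor plus acceptor beads, 10 µg/mL apiece, read by AlphaScreen after 30 min at room temperature.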
# The depositor's hits bear a star; ? = inconclusive; . = no result given; & = joins results of further samples; [ ] = remark or other dose. Unless noted, the call rests on the fitted dose curve; in most records, active means well fitted curve in the direction sought with a large enough effect; inconclusive means small, poorly fitted or top-dose-only effect, or another doubt; inactive means no such curve, though single readings can be large; an effect the other way counts as inactive or inconclusive. Unless noted, on the % scale 0 is the no-effect control and ±100 the full control effect.
SMILES,AmpC inh no detg,AmpC inh detg,FBPA Giardia inh,HCMV antiviral,Sm TGR inh,AMA1-RON2 inh
O=C(OCc1nc2ccsc2c(=O)[nH]1)c1cc(Br)c(Br)s1,-54%,-3%,.,-12,-13%,-7%
Cc1cc(Nc2nnnn2-c2ccccc2)n(-c2ccccc2)n1,64%[activator],?,.,-20,-4%,5%
O=C(Cc1ccc(Cl)cc1)Nc1ccc(S(=O)(=O)N2CCOCC2)cc1,-45%,-1%,4%,-36,-9%,-3%
CCOc1ccc(C=NC23CN4CN(CN(C4)C2)C3)cc1,-3%,2%,4%,43,-16%,29%
CCOC(=O)C1(CC2CCCCO2)CCN(Cc2cccnc2)CC1 (stereo not drawn),5%,5%,0%,-17,-1%,-17%
Cc1ccc2nc3c(cc(C(=O)NCc4ccco4)c(=N)n3C3CCCC3)c(=O)n2c1,-25%,-11%,-3%,-36,7%,.
COc1cc([N+](=O)[O-])c(OC)cc1SCc1n[nH]c(=S)n1-c1ccc(C)cc1,-28%,7%,3%,4,-11%,50%[activator]
O=C(COC(=O)c1ccc2c(c1)OCCO2)Nc1cccc(S(=O)(=O)N2CCOCC2)c1,-26%,-14%,0%,?,4%,-1%
COc1ccc(C)cc1NC(=O)Cn1c(=O)oc2cc(S(=O)(=O)N3CCCCC3)ccc21,.,7%,.,-26,2%,.
CCOC(=O)c1ccc(N(C(=O)c2ccco2)C(C(=O)NC2CCCC2)c2ccncc2)cc1 (stereo not drawn),21%,-11%,-11%,-9,-24%,-4%
CCOP(=O)(O)c1ccccc1OCCCCCOc1ccccc1P(=O)(O)OCC,-13%,0%,1%,5,2%,7%
NC(=O)c1ccc(=O)n(Cc2ccc(F)c(F)c2)c1,-15%,2%,15%,-12,0%,-4%
Cc1cccc(C)c1NC(=O)Nc1ccccc1-n1ccnc1,-8%,-10%,1%,-12,18%,13%
O=S(=O)(NC1CC1)c1ccc(S(=O)(=O)N2CCCc3ccccc32)cc1,-26%,-11%,1%,?,7%,0%
O=C(Nc1nnc(CCS(=O)(=O)c2ccc3ccccc3c2)s1)c1cccs1,-7%,-14%,5%,-1,5%,-11%
CCOc1ccccc1N(CC(=O)Nc1ccccc1C(=O)N1CCOCC1)S(C)(=O)=O,1%,4%,.,?,3%,-2%
O=C(c1ccc(N2CCCC2)c([N+](=O)[O-])c1)N1CCN(S(=O)(=O)c2ccc(Cl)cc2)CC1,16%,-3%,.,-3,-8%,-24%
Cc1ccc(OCC(=O)Nc2nnc(S(=O)(=O)N3CCCCCC3)s2)cc1,-46%,-14%&15%,-20%,14&1,-23%&4%,-6%
CCOC(=O)C1=C(C)NC(=O)C1CC(=O)Nc1ccccc1 (stereo not drawn),-4%,1%,?,.,-33%,.
CN(C)CC(=O)N1c2ccccc2Sc2ccc(Cl)cc21,1%,-8%,-4%,-64*,.,-15%
O=C(CNC(=O)c1ccc(S(=O)(=O)N2CCCC2)cc1)N/N=C/c1ccccc1,-28%,-12%,2%,-16,-6%,-17%
Cc1ccc(C)c(NC(=S)NNC(=O)c2sccc2C)c1,-17%,-16%,-12%,29,0%,34%[activator]
COc1ccc(CNC(=O)CN(c2ccc(OC)cc2)S(=O)(=O)c2c(C)[nH]c(=O)[nH]c2=O)cc1,-20%,-1%&12%,-5%,-19&17,8%&-1%,-1%
COc1ccc(C)cc1NC(=O)NCCC1=CCCCC1,-31%,-9%,-8%,-34,4%,-3%
O=C(Nc1ccc(-c2cnco2)cc1)c1ccccc1,-15%,2%,0%,61,-2%,-6%
CCC(C)N(C(=O)Cn1c(Cl)nc2c1c(=O)n(C)c(=O)n2C)C1CCS(=O)(=O)C1 (stereo not drawn),-19%,-5%,.,-21,-25%,3%
CSc1ccccc1C(=O)NCC(c1ccco1)N(C)C (stereo not drawn),-11%,0%,.,-4,1%,13%
O=C(CCc1nnc(-c2ccccc2)o1)c1ccc(Cl)cc1,-12%,12%,4%,-18,8%,-28%
N#Cc1cc(C#N)c(SCC(=O)NCC2CCCO2)nc1N (stereo not drawn),-11%,-5%,6%,11,-4%,21%
CC(C)(C)NC(=O)c1ccc(NC(=O)C2COc3ccccc3O2)cc1 (stereo not drawn),-41%,1%,-3%,23,0%,-8%
O=C(Nc1ccc(Br)cc1)c1ccco1,-21%,-4%,-2%,?,-5%,37%[activator]
COc1cc(NS(=O)(=O)N2CCCC2)cc(OC)c1OC,-13%,-5%,-9%,-29,1%,-3%
N#CCCN(C(=S)NC(=O)C1CCCCC1)c1ccccc1F,-10%,.,.,10,.,41%[activator]
CCC(C)(C)NC(=O)CN(C(=O)c1csnn1)c1cccc2c1CCCC2,15%,4%,-2%,1,-1%,3%
Cc1cccc(CN2CCN(Cc3ccc(Cl)cc3)CC2)c1,6%,?,-29%,4,-6%,?
CCCOc1ccccc1N/C(=N/c1nc(C)cc(C)n1)NC(=O)Nc1ccc(Cl)cc1,-25%,-10%,-5%,-38,7%,-1%
Cc1cccc(N(C(=O)CNC(=O)c2ccco2)C(C(=O)NC2CCCC2)c2ccncc2)c1 (stereo not drawn),-12%,9%,-1%,-13,-4%,13%
COC(=O)c1ccccc1NC(=O)C1CCN(C(=O)N2CCOc3ccccc32)CC1,124%[activator],?,-4%,-15,-11%,8%
COC(=O)c1ccc(CN2CCC(CO)(Cc3ccc(OC)cc3)CC2)cc1,27%,-6%,-3%,-9,-6%,4%
CCS(=O)(=O)N1N=C(c2ccc(NS(C)(=O)=O)cc2)CC1c1ccccc1 (stereo not drawn),-17%,-6%,4%,16,-16%,12%

# Entries of single compounds as entered above. Screens in order: AmpC inh no detg, AmpC inh detg, FBPA Giardia inh, HCMV antiviral, Sm TGR inh, AMA1-RON2 inh
# Entry for CC(C)(C)NC(=O)c1ccc(NC(=O)C2COc3ccccc3O2)cc1 (stereo not drawn) → -41%, 1%, -3%, 23, 0%, -8%
# Entry for COC(=O)c1ccc(CN2CCC(CO)(Cc3ccc(OC)cc3)CC2)cc1 → 27%, -6%, -3%, -9, -6%, 4%
# Entry for CCCOc1ccccc1N/C(=N/c1nc(C)cc(C)n1)NC(=O)Nc1ccc(Cl)cc1 → -25%, -10%, -5%, -38, 7%, -1%
# Entry for N#Cc1cc(C#N)c(SCC(=O)NCC2CCCO2)nc1N (stereo not drawn) → -11%, -5%, 6%, 11, -4%, 21%
# Entry for Cc1cccc(CN2CCN(Cc3ccc(Cl)cc3)CC2)c1 → 6%, ?, -29%, 4, -6%, ?

# Later entries:
SMILES,AmpC inh no detg,AmpC inh detg,FBPA Giardia inh,HCMV antiviral,Sm TGR inh,AMA1-RON2 inh
CC1=[N+](C)c2c(ccc3cccnc23)C1(C)C,-7%,2%,2µM*,-108*,20%,-11%
CCNc1nc(Oc2ccccc2)nc(OC(C)C(=O)OCC)n1 (stereo not drawn),-18%,-8%,2%,-36,5%,-5%
O=C(OC(C(=O)NCc1ccccc1)c1ccccc1F)c1ccco1 (stereo not drawn),-17%,1%,-5%,2,0%,35%[activator]
Cc1c(C(=O)OC(C)C)sc(NC(=O)C2CCCO2)c1C(=O)OC(C)C (stereo not drawn),11%,-14%,-2%,23,8%,2%
CCC(=O)c1c(NC(C)C)cc(C)oc1=O,-15%,-7%,0%,79,-13%,-11%
CC(Sc1nc2scc(-c3ccccc3)c2c(=O)[nH]1)C(=O)NC(N)=O (stereo not drawn),-29%,-6%,-2%,-35,5%,6%
CCN(CCN(C)C)C(=O)Cn1ncc2c([nH]c3ccc(C)cc32)c1=O,.,15%,.,-12,-3%,.
CC(=O)Nc1sc(C)c(C)c1C(=O)OCCOc1ccccc1,83%[activator],-9%,0%,96,-4%,-16%
Cc1ccc(NC(=S)Nc2ccc(OC(F)F)c(Cl)c2)cc1F,.,.,-13%,?,0%,55%[activator]
Cc1noc(C)c1CSCC(=O)Nc1ccc(S(C)(=O)=O)cc1,-17%,-5%,.,6,-15%,12%
CCOc1ccc(NC(=O)COC(=O)c2cccnc2)cc1,-26%,?,-1%,22,-1%,24%
CCOc1ccccc1NC(=O)Nc1cccc(S(N)(=O)=O)c1,-19%,8%,-8%,?,-1%,2%
COc1cc(C(=O)N/N=C\c2ccccc2)c([N+](=O)[O-])c(OC)c1OC,-11%,2%,-13%,-7,-2%,9%
CCN(Cc1ccccc1)C(=O)CN1C(=O)COc2ccc(S(=O)(=O)N3CCOCC3)cc21,.,17%,.,69,4%,.
COc1cc(/C=C2/SC(=O)NC2=O)ccc1OC(=O)c1ccco1,-19%,-3%,-24%,63,1%,-8%
CC(C)(C)c1cc(C(=O)N2CCc3ccccc3C2)ccn1,-2%,2%,0%,-37,-28%,0%
CC(C)=CCN1CCN(Cc2ccc(N3CCNC3=O)cc2)CC1CCO (stereo not drawn),8%,-2%,4%,-31,-8%[57.1 µM],-1%
Cc1cccc(NC(=O)c2c(NC(=O)C(F)(F)F)sc3c2CCCCC3)c1,.,0%,.,-100*,0%,.
Cc1ccc(NC(=O)CN2C(=O)NC(Cc3c[nH]c4ccccc34)C2=O)cc1 (stereo not drawn),-24%,?,.,-5,-14%,10%
Cc1ccc(-c2ocnc2C(=O)Nc2ccccc2NC(=O)c2ccccn2)cc1,7%,-3%,13%,?,9%,53%[activator]
CN(C)/C=C(\C#N)S(=O)(=O)c1ccc(Cl)cc1,-22%,2%,0%,?,8%,9%
Cc1ccoc1C(=O)NCc1occc1C(=O)O,-17%,?,?,-1,?,-11%
CCC(=C/c1sc2ccc3ccccc3c2[n+]1C)/C=C1\Sc2ccc3ccccc3c2N1C,-14%,?,2%,-100*,?,35µM*

# Pulled one by one from above, 2 records:
SMILES,AmpC inh no detg,AmpC inh detg,FBPA Giardia inh,HCMV antiviral,Sm TGR inh,AMA1-RON2 inh
CC(C)(C)c1cc(C(=O)N2CCc3ccccc3C2)ccn1,-2%,2%,0%,-37,-28%,0%
CC1=[N+](C)c2c(ccc3cccnc23)C1(C)C,-7%,2%,2µM*,-108*,20%,-11%

# Screening results: PubChem BioAssay, National Center for Advancing Translational Sciences (NCATS)
